# TcdB inh: TcdB glycohydrolase inhibitors, primary screen, biochemical, single point, plate reader. Toxin B (Clostridioides difficile), P18177. TcdB glycohydrolase enzymatic assay. inhibition, % at 9.99 µM. 350,000 tested, 0.24% active; in the data active = inhibition above about 10%
# Active calls of the source: *.
structure,TcdB inh
C[C@@H]1CN([C@H](C)CO)C(=O)c2cc(NC(=O)CCCN(C)C)ccc2O[C@@H](C)CCCCO[C@H]1CN(C)Cc1ccncc1,1.0
COc1ccccc1-c1ccc(C2[C@H]3CNC[C@@H]2N3C(=O)Nc2ccccc2Cl)cc1 (some centres undefined),-1.9
Cc1noc(C)c1S(=O)(=O)Nc1ccc2c(c1)C(=O)N([C@H](C)CO)C[C@H](C)[C@H](CN(C)Cc1ccc(C(=O)O)cc1)OCCCC[C@@H](C)O2,-0.6
C[C@@H]1CN([C@@H](C)CO)C(=O)c2cc(C#Cc3ccccn3)cnc2O[C@H]1CN(C)CC1CCOCC1,-0.1
O=C1CN(S(=O)(=O)c2cccc(F)c2)C[C@H]2[C@H](c3ccc(-c4ccc(F)cc4)cc3)[C@H](CO)N12,-2.4
CO[C@@H]1CN(C)C(=O)c2cc(NS(=O)(=O)c3ccccc3)ccc2OC[C@H](C)N(Cc2nccs2)C[C@@H]1C,0.5
O=C(C[C@@H]1C=C[C@@H](NS(=O)(=O)c2ccc(F)cc2)[C@H](CO)O1)NCc1ccccc1F,-0.7
CCCNC(=O)N1C[C@@H](O)COC[C@@H]2O[C@H](CC(=O)N3CCCCC3)CC[C@H]21,0.5

# Next section, starting with the last 5 of the part before.
C[C@@H]1CN([C@@H](C)CO)C(=O)c2cc(C#Cc3ccccn3)cnc2O[C@H]1CN(C)CC1CCOCC1
  TcdB inh: -0.1
O=C1CN(S(=O)(=O)c2cccc(F)c2)C[C@H]2[C@H](c3ccc(-c4ccc(F)cc4)cc3)[C@H](CO)N12
  TcdB inh: -2.4
CO[C@@H]1CN(C)C(=O)c2cc(NS(=O)(=O)c3ccccc3)ccc2OC[C@H](C)N(Cc2nccs2)C[C@@H]1C
  TcdB inh: 0.5
O=C(C[C@@H]1C=C[C@@H](NS(=O)(=O)c2ccc(F)cc2)[C@H](CO)O1)NCc1ccccc1F
  TcdB inh: -0.7
CCCNC(=O)N1C[C@@H](O)COC[C@@H]2O[C@H](CC(=O)N3CCCCC3)CC[C@H]21
  TcdB inh: 0.5
C[C@H](CO)N1C[C@H](C)[C@H](CN(C)S(=O)(=O)c2cccs2)Oc2c(NC(=O)C3CCCCC3)cccc2C1=O
  TcdB inh: 0.4
COCC#Cc1ccc([C@H]2[C@@H](C#N)N(C(=O)Cc3ccccc3)[C@@H]2CO)cc1
  TcdB inh: 0.5
CCC(=O)N(C)C[C@@H]1Oc2cc(-c3ccccc3F)ccc2S(=O)(=O)N([C@H](C)CO)C[C@H]1C
  TcdB inh: -0.2
CCNC(=O)[C@H]1[C@H](CO)[C@H]2Cn3c(ccc(-c4ccccc4)c3=O)[C@H]2N1Cc1ccc2c(c1)OCO2
  TcdB inh: 2.3
Cc1noc(C)c1NC(=O)N(C)C[C@H]1Oc2c(NC(=O)NC3CCCCC3)cccc2C(=O)N([C@H](C)CO)C[C@@H]1C
  TcdB inh: 0.3

# High-throughput results deposited in PubChem by Broad Institute.

# An excerpt; rates above refer to the full screens.
